MCF10A rerep: induces DNA re-replication in MCF 10a normal breast cells. MCF 10A DNA re-replication, Hoechst nuclear intensity, 48 h. Potency, µM (highest dose often 46.1 µM), for inactives: at the top dose activity, positive = re-replication, most hits filed as activators. 2.9% of 350,000 active. AID 624296; further: potency means the concentration at half of the fitted maximal effect; % of control where 0% means no effect; nearly all actives have a fitted effect of over 50% in size
ATXN2 expr inh: reduces ATXN2 reporter expression in HEK-293 cells. Potency, µM (doses to about 57 µM), inactives show at the highest dose activity change, negative = inhibition, most hits filed as inhibitors. AID 1745845. HEK-293 ATXN2-luciferase reporter, luminescence, 24 h. 0.72% of 360,000 active; further: potency means the concentration at half of the fitted maximal effect; on the % scale 0 is the no-effect control and ±100 the full control effect; nearly all actives have a fitted effect of over 55% in size
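qHTS (up to 57 uM final) was run with 24 h compound exposure of reporter cells at 37 °C. Each well was multiplexed: SteadyGlo luminescence measured ATXN2-luciferase expression after a fluorogenic Gly-Phe-AFC viability readout (25 uM final).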
WRN inhibitor: blocks human WRN helicase; 0.46% of 360,000 active; Potency, µM (doses to about 114 µM), for the others: top-dose activity change, negative = inhibition, hits mostly inhibitors; WRN helicase unwinding, fluorescent forked duplex, kinetic; Q14191; further: potency means the concentration at half of the fitted maximal effect; on the % scale 0 is the no-effect control and ±100 the full control effect; nearly all actives have a fitted effect of over 55% in size
Target sequence (Q14191 whole entry, looked up): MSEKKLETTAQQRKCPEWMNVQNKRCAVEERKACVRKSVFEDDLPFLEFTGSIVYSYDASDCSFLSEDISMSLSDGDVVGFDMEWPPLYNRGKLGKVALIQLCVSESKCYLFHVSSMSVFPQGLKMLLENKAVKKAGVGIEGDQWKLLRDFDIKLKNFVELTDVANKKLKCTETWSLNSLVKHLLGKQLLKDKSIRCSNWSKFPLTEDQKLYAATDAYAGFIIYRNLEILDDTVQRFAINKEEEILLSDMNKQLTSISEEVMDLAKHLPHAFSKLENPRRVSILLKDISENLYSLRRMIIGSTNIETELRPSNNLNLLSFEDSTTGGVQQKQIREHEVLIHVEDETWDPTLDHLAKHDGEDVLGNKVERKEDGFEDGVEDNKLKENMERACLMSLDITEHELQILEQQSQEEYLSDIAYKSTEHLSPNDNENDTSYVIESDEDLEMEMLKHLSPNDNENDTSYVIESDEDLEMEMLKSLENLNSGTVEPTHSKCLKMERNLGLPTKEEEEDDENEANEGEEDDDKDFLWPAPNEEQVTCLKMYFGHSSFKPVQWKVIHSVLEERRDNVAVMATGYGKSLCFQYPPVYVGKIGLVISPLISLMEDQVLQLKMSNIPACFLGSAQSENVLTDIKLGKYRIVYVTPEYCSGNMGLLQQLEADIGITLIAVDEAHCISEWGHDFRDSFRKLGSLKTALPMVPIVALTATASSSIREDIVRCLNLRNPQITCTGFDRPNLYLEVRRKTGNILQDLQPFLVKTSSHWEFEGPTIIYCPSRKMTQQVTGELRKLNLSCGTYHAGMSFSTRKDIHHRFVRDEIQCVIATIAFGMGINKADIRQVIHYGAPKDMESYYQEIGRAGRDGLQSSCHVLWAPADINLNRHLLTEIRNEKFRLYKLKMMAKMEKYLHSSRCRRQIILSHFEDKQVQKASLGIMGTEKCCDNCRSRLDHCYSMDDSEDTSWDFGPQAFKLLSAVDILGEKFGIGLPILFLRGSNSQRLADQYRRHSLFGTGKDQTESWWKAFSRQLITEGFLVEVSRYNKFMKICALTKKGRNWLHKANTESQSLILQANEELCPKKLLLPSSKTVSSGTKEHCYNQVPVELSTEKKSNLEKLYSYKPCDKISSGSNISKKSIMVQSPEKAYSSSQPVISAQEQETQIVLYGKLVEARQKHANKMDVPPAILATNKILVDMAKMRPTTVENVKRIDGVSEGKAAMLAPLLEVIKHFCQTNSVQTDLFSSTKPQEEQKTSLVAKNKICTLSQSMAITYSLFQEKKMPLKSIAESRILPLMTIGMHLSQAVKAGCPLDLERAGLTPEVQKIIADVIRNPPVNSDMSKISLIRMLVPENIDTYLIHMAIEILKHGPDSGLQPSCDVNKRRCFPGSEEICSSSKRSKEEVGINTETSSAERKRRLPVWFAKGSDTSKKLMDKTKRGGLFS
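Kinetic fluorescence helicase assay: unwinding of a quenched forked DNA duplex (100 nM final) with 2 mM ATP final raises red fluorescence (525/598 nm). Compounds sat 15 min at room temperature with 20 nM WRN beforehand.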
SW480 rereplic: inducers of DNA re-replication in SW480 colon cancer cells; SW480 DNA re-replication, Hoechst DNA content imaging, 48 h; Potency, µM (highest dose often 46.1 µM), for inactives: at the top dose re-replication activation, most hits filed as activators; 1.8% of 340,000 active; AID 624297; further: potency means the concentration at half of the fitted maximal effect; % of control where 0% means no effect; nearly all actives have a fitted effect of over 55% in size
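First, 250 cells per well were seeded. Next, compound or vehicle (23 nL) was pinned in, plates sat 48 hr at 37 C. Finally Hoechst was added for 40 min before fluorescence scanning.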
HT1080-NT tox: kills 2HG-producing HT-1080-NT fibrosarcoma cells | 1.6% of 360,000 active | AID 686970 | HT-1080-NT fibrosarcoma viability, CellTiter-Glo ATP luminescence, 48 h | Potency, µM (highest dose often 46.1 µM), for the others: at the top dose activity, negative = less viability, hits mostly cytotoxic;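 further: NT is the 2HG producing partner of a matched IDH1 knockdown line; potency means the concentration at half of the fitted maximal effect; 0% = DMSO-treated cells and -100% = media-only wells without cells; nearly all actives have a fitted effect of over 55% in size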
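Viability of the 2HG-overproducing fibrosarcoma line after 48 hours of compound exposure at 37 degrees C was determined by luminescence with CellTiter-Glo, and concentration-effect curves were then fitted and categorized.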
KB-3-1 tox: kills parental KB-3-1 adenocarcinoma cells; KB-3-1 viability, CellTiter-Glo ATP luminescence, 72 h; Potency, µM (titrated, usually from 46.1 µM), for inactives: top-dose activity change, negative = cytotoxic, actives largely listed as cytotoxic; 1.4% of 400,000 active; AID 1347075; further: potency means the concentration at half of the fitted maximal effect; on the % scale 0 is the no-effect control and ±100 the full control effect; nearly all actives have a fitted effect of over 60% in size
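Parental KB-3-1 adenocarcinoma cells in phenol-red-free DMEM with 10% FBS were pin-treated with compounds at several concentrations, incubated 72 h at 37 °C, and viability read by CellTiter-Glo luminescence; concentration-effect curves were fitted after normalization.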
KB-V1 MDR tox: kills drug-selected multidrug resistant KB-V1 cells | 3.4% of 400,000 active | AID 1347076 | KB-V1 MDR cells viability, CellTiter-Glo, 72 h | Potency, µM (series often up to 46.1 µM), for inactives: top-dose activity change, negative = cytotoxicity, hits mostly cytotoxic; further: potency means the concentration at half of the fitted maximal effect; on the % scale 0 is the no-effect control and ±100 the full control effect; nearly all actives have a fitted effect of over 60% in size
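Drug-selected KB-V1 cells, grown in DMEM lacking phenol red with 10% FBS, receive compound titrations; after three days at 37 degrees C, surviving cell ATP is quantified by CellTiter-Glo luminescence and responses normalized and curve-fitted.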
HT1080 IDH1KD tx: HT-1080 IDH1 knockdown cell toxicity (counter line); Potency, µM (highest dose often 46.1 µM), inactives show at the highest dose activity, negative = toxicity, most hits filed as cytotoxic; 2% of 360,000 active; HT-1080 IDH1 knockdown viability, ATP luminescence, 48 h; AID 686971;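 further: potency means the concentration at half of the fitted maximal effect; 0% = DMSO wells and -100% = cell-free medium wells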
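In this qHTS, HT-1080 cells depleted of IDH1 are exposed for 48 h at 37 °C to compound titrations. Toxicity is scored from CellTiter-Glo luminescence, with DMSO as full viability and medium alone as none.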
IL1B secr inh: inflammasome signaling inhibition, IL-1 beta readout. THP-1 LPS/ATP IL-1B secretion, AlphaLISA, 16 h; stronger effect = lower value. activity change, % at 57.5 µM. 4.7% of 360,000 active. AID 743279; in the data active means activity change below about -50%; inconclusive means mostly about -30% to -49%; further: on the % scale 0 is the no-effect control and ±100 the full control effect
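Secreted IL-1B measured by AlphaLISA bead assay after 16 h compound exposure of THP-1 cells; compounds (final up to 57.5 uM) added 1 h before LPS (250 ng/mL) and ATP (1.25 mM) stimulation; lower signal means less secretion.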
* marks the source's active call; other numbers are inactive results; ? = inconclusive; / = no result given; & = joins results of further samples; [ ] = another dose, or the depositor's remark. Unless noted, the call rests on the fitted dose curve; in most records, active means well fitted curve in the direction sought with a large enough effect; inconclusive means small, poorly fitted or top-dose-only effect, or another doubt; inactive means no such curve, though single readings can be large; an effect the other way counts as inactive or inconclusive.

SMILES	MCF10A rerep	ATXN2 expr inh	WRN inhibitor	SW480 rereplic	HT1080-NT tox	KB-3-1 tox	KB-V1 MDR tox	HT1080 IDH1KD tx	IL1B secr inh
CCOC(=O)c1cccc(C2=C(CNC(=O)c3ccc([N+](=O)[O-])cc3)[C@H]3CC[C@@H](C2)N3Cc2ccccc2)c1	/	?	-17%	/	?	-1%	?	?	-5
Nc1ccc(S(=O)(=O)N2CCCCC2c2cccnc2)cc1 (stereo unspecified)	1%	0%	7%	8%	6%	17%	21%	13%	1
O=C1CC(c2ccccc2)CC(O)=C1C=NCCN1CCN(C(=O)Cc2ccccc2)CC1 (stereo unspecified)	2%	0%	-1%	-9%	-7%	15%	18%	-10%	19
COc1ccc2cc(C(=O)C3CCCN(C4CCOCC4)C3)ccc2c1 (stereo unspecified)	?	-18%	1%	6%	-25%	-23%	-6%	-27%	-15
CC(=C1C(=O)c2ccccc2C1=O)N1CCN(CCN=Cc2c(O)n(C)c(=O)n(C)c2=O)CC1	-2%	-4%	0%	2%	-10%	-5%	14%	2%	4
CC(=O)Nc1ccc(OC(=O)N(C)C)cc1	-1%	0%	-5%	2%	0%	-1%	0%	2%	1
CCOC(=O)c1nc2ccccc2c(=O)n1-c1cccc(C)c1	-1%	-11%	-22%	1%	0%	-3%	-8%	-4%	4
Cc1c(C)n(O)c2ccc3nonc3c12	21µM*	13%	1%	?	-5%	-5%	-25%	-5%	/
COc1ccc(CN(CCc2c[nH]c3ccccc23)Cc2ccc(OC)cc2)cc1	?	-22%	-20%	?	?	-21%	?	?	-15
Cc1cc(/C=C2\C(=O)NC(=O)N(Cc3ccccc3)C2=O)c(C)n1C1CC1	23%	11%	-14%	-17%	?	19%	5%	24%	0
Cn1cc(CCC(=O)N2CCC3(CC2)OCCO3)c2ccccc21	-3%	4%	-5%	-6%	-4%[9.24 µM]	7%	0%	-1%	-8
COc1cccc(O)c1CN1CCCC(C(=O)c2ccccc2SC)C1 (stereo unspecified)	6%	-29%	8%	8%	?	-18%	?	?	-29
NCCCP(=O)(O)CCc1ccccc1	?	3%	-2%	0%	0%	-4%	14%	-2%	12
COc1ccc2c3c1OC1C(=O)CC[C@@]4(O)[C@@H](C2)N(C)CC[C@]314 (stereo partly specified)	?	-36%	0%	?	?	?	-7%	21µM*	-72*
CCCCCCn1c(O)c(C=Nc2ccccc2N2CCOCC2)c(=O)[nH]c1=S	-4%	5%	0%	-7%	3%	-1%	16%	4%	0
Oc1ccc(Br)cc1CN1CCN(c2ccccc2)CC1	17%	-6%	-16%	16%	10%	-16%	16µM*	?	-3
NC(=O)c1ccc(N)nc1	-34%[inhibitor]	-10%	1%	?	2.6µM*	-4%	?	4.6µM*	8
CCOC(=O)c1c(-c2ccccc2)oc2ccc(OC(=O)N(C)C)cc12	?	-18%	-14%	?	-29%	-10%	16µM*	?	-6
C/C(=N\N1CCN(C)CC1)c1c(O)n(Cc2ccccc2)c(=O)[nH]c1=O	-1%	8%	-24%	/	10%	0%	-8%	10%	0
CN(C)c1ccc(C=C2C(=O)NC(=S)NC2=O)cc1	?	?	35µM*	?	-24%	?	?	?	-102*
CC(C)n1c(O)c(C=NCc2cccnc2)c(=O)[nH]c1=S	0%	/	-1%	?	-7%	-37%	10%	-5%	24
OCc1cnc[nH]1	?	-8%	8%	-9%	0%	0%	12%	-6%	15
COC(=O)C1=C(c2c(C)noc2C)C[C@@H]2CC[C@H]1N2C(=O)NCCOc1ccccc1	-3%	2%	7%	-6%	7%	5%	2%	13%	15
Clc1cccc(C2NCc3ccccc3-n3cccc32)c1 (stereo unspecified)	17%	-5%	7%	2%	8%	-3%	6%	1%	17
COc1ccc(CCNCc2ccncc2)cc1OC	17%	-1%	3%	-1%	16%	?	-11%	-1%	5
COc1ccc(-n2c(-c3ccc(C)cc3)nc3ccccc3c2=O)cc1	6%	22%	-4%	-16%	0%	2%	-1%	-1%	-19
COC(=O)[C@@]12CCCCN1[C@H](c1ccc(-c3ccc(Cl)c(Cl)c3)c(OC)c1)[C@@H]1C(=O)N(C)C(=O)[C@@H]12	26%	1%	-7%	21%	-2%	14%	13%	7%	-52*
CCCCn1c(/N=C/c2c[nH]c3ccccc23)nc2ccccc21	12µM*	0%	-12%	18µM*	?	1%	-13%	?	-52*
Cc1nc(CCl)cc(=O)[nH]1	4%	46%[activator]	-5%	6%	0%	?	0%	-13%	1
C[C@@H]1NCCc2cc(O)c(O)cc21	0%	5%	-4%	4%	?	0%	2%	1%	0
COC(=O)C1=C(c2ccc3ccccc3c2)C[C@@H]2CC[C@H]1N2C(=O)NCc1ccc(F)cc1	26%	?	1%	29%	?	?	1%	?	-7
S=P(N1CCOCC1)(N1CC1)N1CC1	?	?	-5%	10%	-9%	0%	-7%	-20%	5
CNC(=S)N1CC2CC(C1)c1cccc(=O)n1C2 (stereo unspecified)	-5%	10%	-5%	-8%	-27%	-3%	24%	11%	7
Cc1c(C(c2ccc(F)cc2)c2c(O)c3ccccc3oc2=O)c(=O)n(-c2ccccc2)n1C (stereo unspecified)	-1%	-10%&1%	-1%	-2%	8%	15%&2%	-3%&21%	13%	-4
CCN(CC)C(=O)c1ccc(NC(=O)CCCSc2ccccc2)cc1	1%	-13%	-7%	-4%	12%	-3%	0%	0%	-11
CC(=O)O[C@@]12CO[C@@H]1C[C@H](O)[C@@]1(C)C(=O)[C@H](O)C3=C(C)[C@@H](OC(=O)[C@H](O)[C@@H](NC(=O)c4ccccc4)c4ccccc4)C[C@@](O)([C@@H](OC(=O)c4ccccc4)C12)C3(C)C (stereo partly specified)	?	-13%	-6%	2.6µM*	0.0073µM*	0.0073µM*	8.2µM*	?	15
CCOC(=O)[C@]12Cc3cc(Cl)ccc3[C@H]1N(Cc1ccccc1)C(=O)c1cc(OC)ccc12	/	18µM*	-4%	/	15µM*	2.6µM*	7.3µM*	13µM*	-113*
Cc1cc(C)nc(NS(=O)(=O)c2ccc(N=Cc3c(O)n(C)c(=O)n(C)c3=O)cc2)n1	10%	2%	-5%	-10%	24%	-5%	-2%	-2%	-7
CNCCc1ccc(OC)c(OC)c1	0%	10%	-5%	-2%	-6%	7%	18%	0%	-19
O=C(O)Cn1cc(C=C2C(=O)NC(=O)NC2=O)c2ccccc21	15%	-1%	-11%	-9%	-3%	8%	9%	-5%	6
CCN(C[C@H]1N[C@@](CC)(C(=O)OC)[C@H]2C(=O)N(Cc3ccccc3)C(=O)[C@@H]12)C(=O)Nc1ccc(OC)cc1	?	6%	-6%	-7%	1%	0%	0%	-3%	-10
Cc1nnc2ccc(N3CCN(C)CC3)nn12	-4%	11%	-1%	11%	9%	-5%	-7%	2%	-2
CC(C)CCC1(CCO)C(=O)NC(=S)NC1=O	-10%	-14%	-4%	-15%	1%	-12%	-15%	-1%	-6
COC(=O)C1=C(c2cccc(OC)c2OC)C[C@@H]2CC[C@H]1N2C	0%	6%	-2%	-6%	13%	16%	10%	20%	9
COc1cc2c(cc1OC)C(c1c(O)n(CCc3ccccc3)c(=S)[nH]c1=O)NCC2 (stereo unspecified)	0%	-16%	?	14%	-2%	5%	?	9%	-24
CC(=O)N1N=C(c2cccnc2)OC1c1ccccc1Cl (stereo unspecified)	0%	-1%	-6%	-12%[9.22 µM]	3%	3%	0%	3%	7
CCCc1cc(-c2n[nH]c(C(=O)OCC)c2-c2cscn2)c(O)cc1O	?	-1%	-2%	-13%	1%	-23%	-9%	?	-12
CCN(CC)c1ccc(/C=N/c2sc3c(c2C#N)C2CCN3CC2)c(O)c1	?	12%	-26%	5%	?	?	0%	?	-10

In the list so far, 2 contain fluorine.
SMILES	MCF10A rerep	ATXN2 expr inh	WRN inhibitor	SW480 rereplic	HT1080-NT tox	KB-3-1 tox	KB-V1 MDR tox	HT1080 IDH1KD tx	IL1B secr inh
COC(=O)C1=C(c2ccc3ccccc3c2)C[C@@H]2CC[C@H]1N2C(=O)NCc1ccc(F)cc1	26%	?	1%	29%	?	?	1%	?	-7
Cc1c(C(c2ccc(F)cc2)c2c(O)c3ccccc3oc2=O)c(=O)n(-c2ccccc2)n1C (stereo unspecified)	-1%	-10%&1%	-1%	-2%	8%	15%&2%	-3%&21%	13%	-4

(more compounds)
SMILES	MCF10A rerep	ATXN2 expr inh	WRN inhibitor	SW480 rereplic	HT1080-NT tox	KB-3-1 tox	KB-V1 MDR tox	HT1080 IDH1KD tx	IL1B secr inh
Cc1ccc(N)cc1C	-23%	15%	-3%	-18%	10%	0%	6%	-1%	14
Cc1ccc(S(=O)(=O)N/N=C\c2cc3c(cc2[N+](=O)[O-])OCO3)cc1	23µM*	-8%	-19%	?	5%	-3%	-15%	?	2
O=C(N1CCCCCC1)N1CC1	1%	-5%	-12%	0%	-3%	7%	0%	-1%	1
O=c1[nH]c(=S)[nH]c(O)c1N=Nc1ccc(OC(F)F)cc1	3%	-3%	-7%	-5%	-13%	4%	-16%	-24%	-16
CC(C)CC1C(C#N)=C(N)Oc2c1c(=O)oc1ccccc21 (stereo unspecified)	0%	2%	3%	1%	1%	7%	12%	4%	15
O=C1NCN(c2ccccc2)C12CCN(C(c1cccs1)c1nnnn1C1CCCCC1)CC2 (stereo unspecified)	/	?	-6%	/	?	0%	-1%	?	-18
CCCN(CCC)C1Cc2cc(OC)c(OC)cc2C1	8%	12%	-6%	-46%[inhibitor]	9%	0%	-28%	-8%	-4
CCN(CC)C(=O)c1c(C)[nH]c(=S)c(C#N)c1-c1ccco1	?	-8%	50µM*	?	10%	-4%	-2%	8%	20
Fc1ccccc1-c1n[nH]c(=S)n1Cc1ccccc1	-9%	/	-5%	?	7%	3%	0%	9%	12

Source: PubChem (National Center for Advancing Translational Sciences (NCATS))

Some of the compounds tested; count on the stated rates, not on these rows.
